Screening data (PubChem BioAssay)
MLLE-PAM2 inh: inhibitors of microRNA-mediated deadenylation, human PABP1 MLLE binding; P11940; GST-MLLE / FITC-PAM2 fluorescence polarization; inhibition, % at 20 µM; 0.36% of 360,000 active; in the data active = inhibition above about 35%, passing the limit was not always enough;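 note: plate controls were DMSO wells with GST-MLLE for no effect and wells lacking GST-MLLE protein for full effect; some results filed as inactive read as strong as hits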
FAS-TE inh: blocks the thioesterase domain of human fatty acid synthase; P49327; recombinant FAS-TE, OMFH fluorogenic substrate, fluorescence endpoint; inhibition, % at 15 µM; 0.67% of 360,000 active; AID 602261;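 active = compounds whose normalised, plate-corrected inhibition of enzyme fluorescence in the single-dose primary screen is 50% or more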;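 note: 0% = DMSO with enzyme and 100% = substrate without enzyme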
MsrA inh: inhibitors of bovine MsrA; purified bovine MsrA, absorbance read-out; inhibition, % at 15.5 µM; 0.75% of 360,000 active; in the data active = inhibition above about 4.5%;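 note: 0% = vehicle wells with enzyme and 100% = reference inhibitor wells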
bovine MsrA act: activators of bovine methionine sulfoxide reductase A. purified bovine MsrA, absorbance read-out. activation, % at 10.6 µM. 0.3% of 360,000 active; in the data active = activation above about 7.5%;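 note: 0% = vehicle and 100% = reference activator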
CSN deneddyl inh: blocks human CSN-mediated cullin deneddylation; Purified CSN, SCF-Nedd8-OG deneddylation, fluorescence polarization; inhibition, % at 12.5 µM; 0.38% of 360,000 active;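 active = pattern-corrected inhibition above about 35%, with an unprinted fluorescence ratio check between 0.5 and 1.5, limit read from the data, passing the limit was not always enough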;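 note: 0% = enzyme with substrate and 100% = substrate without enzyme; some results filed as inactive read as strong as hits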
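assay system = purified human Csn5 enzyme expressed in HEK293T cells | amount = 0.24 nM enzyme | buffer or medium = Tris/NaCl/DTT buffer, pH 7.5 | reagent = 10 nM SCFSkp2-Nedd8OG | compound = one concentration, 12.5 µM, 0.25% DMSO | times = 90 min reaction at room temperature | signal = FP | read-out basis = % inhibition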
Rin1 Abl inh: inhibitors of human Rin1-Abl protein interaction. AID 588664. 0.4% of 360,000 active. TR-FRET Rin1/Abl binding, biochemical. P00519+Q13671. inhibition, % at 7.35 µM; in the data active = inhibition above about 5%, passing the limit was not always enough
MT1-MMP act inh: inhibitors of human MT1-MMP activation; HT1080 RFP-PRO-GFP cells, GFP/RFP ratio fluorescence, overnight; percent of plate control window, DMSO zero; 0.061% of 360,000 active; GFP/RFP ratio change, % at 20 µM; P50281;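 active = GFP/RFP ratio change of at least 30% with cell ATP level not reduced by more than half and red fluorescence within 50% of control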; note: strong numbers were not always called active
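Material – HT1080 RFP-PRO-GFP cells · Control set – DMSO wells and RFP-L50D-GFP cells · Incubation – overnight cell settling, then overnight compound exposure, 37 °C, 5% CO2 · Compound dosing – single-point 20 µM compound, 1% DMSO · Read-out – GFP/RFP fluorescence ratio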
eLon inh: E. coli protease La inhibition; P0A9M0; purified E. coli Lon protease, fluorescence polarization; inhibition, % at 7.94 µM; 0.42% of 360,000 active; in the data active = inhibition above about 13%, passing the limit was not always enough;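 note: 0% = enzyme with probe and DMSO and 100% = no enzyme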
Rpn11 block: blocks the human proteasome subunit Rpn11; O00487; human 26S proteasome, Ub4-pepOG fluorescence polarization; 20S core pre-blocked with epoxomicin; calls only at 20 µM; 0.59% of 360,000 active; AID 588493;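 active = inhibition at 20 µM, scaled to each plate's controls, above about 33%, limit read from the data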
Starred values were filed as active, the others as inactive; i = inactive; nt = not tested or not shown; + = active, no number.

[1] CC(C)c1ccc(C(=O)NCCCN(C)C)cc1
[2] COCCn1c(SCCCc2ccccc2)nc2c1c(=O)[nH]c(=O)n2C
[3] COC(=O)c1ccccc1NC(=O)CSc1nnc(C(CO)NC(=O)c2ccccc2)n1C (centres undefined)
[4] N#C/C(=C\c1ccc(O)cc1)C(=O)N1CCCC1
[5] S=C1Cc2ccccc2C(c2ccc(Cl)cc2)N1 (centres undefined)
[6] CN(CCC#N)C(=O)COC(=O)c1ccc(Cl)c(S(N)(=O)=O)c1
[7] O=C(OC1CC2CC1[C@H]1CCCCN1C2=O)N1CCN(c2ccccc2)CC1 (some centres undefined)
[8] O=C1C=C(c2ccc(F)nc2)CCC1
Screen / compound no.	1	2	3	4	5	6	7	8
eLon inh	-8.4	-14.1	-2.8	3.8	-7.3	-3.7	1.9	-0.1
FAS-TE inh	-10.2	-4.6	-5.9	-8.2	9.5	-10.0	-9.9	-6.4
Rin1 Abl inh	1.4	4.2	2.4	-4.7	-1.7	3.5	nt	0.6
bovine MsrA act	-9.9	-5.4	-7.1	-2.8	-1.1	1.6	-2.8	-2.7
CSN deneddyl inh	-6.7	3.0	-1.6	3.0	5.4	3.2	-6.5	2.8
MLLE-PAM2 inh	2.0	13.8	-1.2	2.2	27.2	-4.5	nt	-3.5
Rpn11 block	i	i	i	i	i	i	nt	i
MT1-MMP act inh	0.5	4.5	-0.9	-2.2	-0.9	3.7	3.2	1.8
MsrA inh	-0.1	0.7	-0.3	3.0	-0.1	-1.6	-0.8	0.4

A draw from above in order of molecular weight, descending:
[7] O=C(OC1CC2CC1[C@H]1CCCCN1C2=O)N1CCN(c2ccccc2)CC1 (some centres undefined)
[2] COCCn1c(SCCCc2ccccc2)nc2c1c(=O)[nH]c(=O)n2C
[6] CN(CCC#N)C(=O)COC(=O)c1ccc(Cl)c(S(N)(=O)=O)c1
[5] S=C1Cc2ccccc2C(c2ccc(Cl)cc2)N1 (centres undefined)
[1] CC(C)c1ccc(C(=O)NCCCN(C)C)cc1
[4] N#C/C(=C\c1ccc(O)cc1)C(=O)N1CCCC1
[8] O=C1C=C(c2ccc(F)nc2)CCC1
Screen / compound no.	7	2	6	5	1	4	8
eLon inh	1.9	-14.1	-3.7	-7.3	-8.4	3.8	-0.1
FAS-TE inh	-9.9	-4.6	-10.0	9.5	-10.2	-8.2	-6.4
Rin1 Abl inh	nt	4.2	3.5	-1.7	1.4	-4.7	0.6
bovine MsrA act	-2.8	-5.4	1.6	-1.1	-9.9	-2.8	-2.7
CSN deneddyl inh	-6.5	3.0	3.2	5.4	-6.7	3.0	2.8
MLLE-PAM2 inh	nt	13.8	-4.5	27.2	2.0	2.2	-3.5
Rpn11 block	nt	i	i	i	i	i	i
MT1-MMP act inh	3.2	4.5	3.7	-0.9	0.5	-2.2	1.8
MsrA inh	-0.8	0.7	-1.6	-0.1	-0.1	3.0	0.4

(cont.)
[9] CCOc1ccccc1CN1C(=O)C2(OCCO2)c2ccccc21
[10] CC(O)(c1ccccc1)c1nc(-c2cccc(C#N)c2)cs1 (centres undefined)
[11] CC(NC(=O)COC(=O)c1ccc(S(=O)(=O)N2CCOCC2)cc1)c1ccccc1 (centres undefined)
[12] C=CCSc1n[nH]c(-c2ccc(OC)cc2)n1
[13] CC(C)C(=O)Nc1ccc(-c2ccc3nncn3n2)cc1
[14] O=C(CN1CCN(Cc2ccccc2Cl)C1=O)N1CCCCCC1
[15] O=C(CCC1N=C2c3ccccc3N=C(SCc3cccc(Cl)c3)N2C1=O)NCc1ccco1 (centres undefined)
[16] COc1ccc(NC(=O)C2CCC(CNS(=O)(=O)c3csc(C(N)=O)c3)CC2)cc1OC (centres undefined)
Screen / compound no.	9	10	11	12	13	14	15	16
eLon inh	0.6	-4.7	-14.6	-0.7	3.1	-1.3	1.2	-0.1
FAS-TE inh	12.5	10.4	-3.1	-2.5	-2.6	-4.7	19.6	-2.6
Rin1 Abl inh	0.3	-1.2	2.3	-1.7	-2.1	-1.7	-0.8	-0.8
bovine MsrA act	-0.9	-4.2	-0.9	-0.6	-3.4	-9.1	-7.3	-0.3
CSN deneddyl inh	1.4	-4.6	-2.4	3.9	0.9	0.1	7.6	7.6
MLLE-PAM2 inh	4.5	7.9	-14.4	-16.6	-4.2	6.3	-1.6	-16.4
Rpn11 block	i	i	i	i	i	i	i	i
MT1-MMP act inh	1.8	-4.1	0.3	4.2	-0.4	3.1	-0.2	-1.4
MsrA inh	3.1	0.4	0.5	0.7	1.1	-0.3	-0.3	0.6

[17] O=C(CCCC(=O)N(c1ccc2c(c1)OCCO2)C(C(=O)NC1CCCCC1)c1ccc(Cl)cc1)Nc1ccccn1 (centres undefined)
[18] O=[N+]([O-])c1cccc(S(=O)(=O)Nc2ccc(S(=O)(=O)Nc3nccs3)cc2)c1
[19] Cc1ccc(-n2nc3c(=O)n(CC(=O)NCc4ccc(C)o4)nc(C)c3c2C)cc1
[20] COc1ccc(CC(NC(C)=O)C(=O)NC2CCN(C(=O)c3ccc([N+](=O)[O-])cc3)CC2)cc1OC (centres undefined)
[21] CCOC(=O)c1c(NC(=O)CSc2ncn[nH]2)sc(C(=O)N(C)C)c1C
[22] O=C(COC(=O)Cc1ccsc1)Nc1ccc(Cl)cn1
[23] CC(C)CN(C#N)c1nc(N2CCOCC2)nc(N2CCOCC2)n1
[24] CN(CCN1CCc2ccccc2C1)Cc1nc(-c2ccc3c(c2)OCO3)no1
Screen / compound no.	17	18	19	20	21	22	23	24
eLon inh	-6.6	-4.9	4.7	0.5	6.6	-9.5	-2.0	0.8
FAS-TE inh	16.5	-2.6	-4.4	0.4	-11.4	-1.0	-8.8	0.5
Rin1 Abl inh	6.0	3.0	0.6	0.9	0.8	-3.6	0.6	0.7
bovine MsrA act	-4.0	-1.5	-4.4	-4.0	-7.2	-1.4	-10.7	-6.8
CSN deneddyl inh	1.1	0.3	-5.7	3.7	-0.8	1.6	2.6	-1.2
MLLE-PAM2 inh	-11.7	-6.5	-7.2	8.2	-1.3	7.0	6.1	7.7
Rpn11 block	i	i	i	i	i	i	i	i
MT1-MMP act inh	-18.4	1.4	10.3	1.6	7.6	3.6	0.2	-0.3
MsrA inh	-0.5	-0.7	-0.2	-0.3	-0.1	1.2	-0.4	-0.7

Overlap with the part before: two compounds; new compounds follow.
[23] CC(C)CN(C#N)c1nc(N2CCOCC2)nc(N2CCOCC2)n1
[24] CN(CCN1CCc2ccccc2C1)Cc1nc(-c2ccc3c(c2)OCO3)no1
[25] CCCCOc1ccc(NC(=O)c2cc(F)c(F)cc2Cl)cc1
[26] CC(=O)Nc1ccc(NC(=O)C(C)Oc2ccccc2C(=O)NCc2ccccc2)cc1 (centres undefined)
[27] Cc1cc(-c2nnco2)c(C)n1-c1ccccc1
[28] CCC(=Cc1ccccc1O)c1ccncc1
[29] Cc1noc(NS(=O)(=O)c2ccc(NC(=O)C(C)C)cc2)c1C
[30] C(=N\n1cnc2ccccc21)/c1cccnc1
[31] CN1CCN(CC(=O)O)CC1
[32] COc1cccc(OCc2cc(C(=O)NCCN3CCCCC3CO)no2)c1 (centres undefined)
Screen / compound no.	23	24	25	26	27	28	29	30	31	32
eLon inh	-2.0	0.8	-1.4	1.6	-10.7	-7.7	-9.2	-2.8	-4.8	-7.5
FAS-TE inh	-8.8	0.5	2.6	-1.4	-1.3	-10.2	-5.5	-7.1	0.4	-3.1
Rin1 Abl inh	0.6	0.7	-1.5	-1.1	-1.4	0.2	0.0	-9.0	-4.2	3.4
bovine MsrA act	-10.7	-6.8	-4.9	-5.8	-2.3	-4.5	-9.9	-1.7	-2.4	-4.4
CSN deneddyl inh	2.6	-1.2	2.9	-1.4	1.9	2.0	2.8	-2.5	-1.8	-5.2
MLLE-PAM2 inh	6.1	7.7	3.3	-1.7	13.0	-5.5	2.4	11.5	2.8	-16.2
Rpn11 block	i	i	i	i	i	i	i	i	i	i
MT1-MMP act inh	0.2	-0.3	8.4	-1.9	3.0	3.1	1.2	0.2	-0.8	-1.8
MsrA inh	-0.4	-0.7	0.3	0.6	-0.1	1.4	0.1	1.4	1.8	0.8

[33] CCN(CC)S(=O)(=O)c1ccc(OC)c(NC(=O)c2cc(=O)[nH]c3ccccc23)c1
[34] Cc1nc2ccc(NS(=O)(=O)c3ccccc3F)cc2s1
[35] O=C(COc1ccccc1)Nc1cccc2nsnc12
[36] Cc1c(-c2ccccc2)n[nH]c1C(=O)N=Nc1c(O)[nH]c2ccccc12
[37] O=[N+]([O-])c1ccc(C=NN2CCCCCC2)cc1
[38] CCOC(=O)C1CCCN(c2nc3ccccc3nc2NS(=O)(=O)c2ccc(C)cc2)C1 (centres undefined)
[39] CC(=O)Nc1ccc(-n2cc(-c3ccccc3)[nH]c2=S)cc1
[40] O=C(NCCc1ccccc1)C1Cc2c(-c3ccccc3)ccnc2O1 (centres undefined)
Screen / compound no.	33	34	35	36	37	38	39	40
eLon inh	-0.6	-26.0	-12.2	-2.0	0.9	-2.1	1.0	-6.0
FAS-TE inh	-8.7	-4.5	3.6	-7.1	19.5	5.4	-10.6	3.7
Rin1 Abl inh	3.5	2.0	1.0	-6.5	1.8	1.2	-4.7	3.5
bovine MsrA act	-9.5	-4.4	-1.1	-1.8	1.1	-3.2	-1.7	0.8
CSN deneddyl inh	-6.3	8.0	2.7	3.8	7.5	1.7	-2.6	-2.0
MLLE-PAM2 inh	-26.2	-22.9	0.9	-13.8	-30.1	-2.4	36.7	5.8
Rpn11 block	i	i	i	i	i	i	i	i
MT1-MMP act inh	7.0	-7.8	-8.3	4.6	4.0	0.4	-0.3	4.1
MsrA inh	0.5	0.8	-0.7	2.8	-1.1	1.2	-0.2	0.5

[41] O=C(N/N=C/c1ccc(-c2ccc([N+](=O)[O-])cc2)o1)c1cccnc1
[42] COc1cc(OC)c2ccc(=O)oc2c1C(CC(=O)N1CCOCC1)c1ccc(N(C)C)cc1 (centres undefined)
[43] COc1ccc(C)cc1NC(=O)CSc1nnc(-c2cc3cccc(OC)c3o2)n1N
[44] O=C(NC1CCCCC1)C1CCCN(S(=O)(=O)c2ccc(Br)s2)C1 (centres undefined)
[45] COC(=O)C1(O)CC(C(C)C)=NN1C(=O)c1ccc(Cl)cc1 (centres undefined)
[46] CC(C)(CO)CN1CCC(n2nccc2NC(=O)C2CCCC2)CC1
[47] COCCN(C(=O)CCCc1nc2ccccc2s1)c1c(N)n(CC(C)C)c(=O)[nH]c1=O
[48] O=S(=O)(NCc1ccc(F)cc1)c1ccccc1Br
[49] CC(=O)Nc1cccc(C(=O)OCC(=O)c2ccccc2Cl)c1
Screen / compound no.	41	42	43	44	45	46	47	48	49
eLon inh	-29.6	5.8	2.9	-2.0	0.2	3.8	-1.1	-10.2	-3.1
FAS-TE inh	4.5	-10.0	5.7	0.1	-5.0	-5.6	-4.0	-8.6	-0.6
Rin1 Abl inh	-4.8	-3.1	0.1	4.3	0.4	5.0	3.3	-0.3	-0.1
bovine MsrA act	5.8	-1.3	-2.2	-4.5	-2.6	-3.3	-2.4	-1.9	-1.5
CSN deneddyl inh	8.1	-4.5	-2.4	-1.8	2.8	-4.3	-4.5	-0.9	3.8
MLLE-PAM2 inh	-28.6	-0.4	-52.8	-3.0	1.6	1.2	13.8	8.7	12.3
Rpn11 block	+	i	i	i	i	i	i	i	i
MT1-MMP act inh	-6.3	7.7	-6.6	-2.0	0.4	-1.9	-3.9	4.4	1.1
MsrA inh	3.4	1.6	1.3	0.7	0.4	0.3	0.3	-0.3	0.6

Single values from the results shown:
For bovine MsrA act, cpd 41 is listed with 5.8
For eLon inh, cpd 44 is listed with -2.0
